zfTRPN1 agonist – activates the zebrafish TRPN1 channel; activation, % at 3 µM; HEK293 zebrafish TRPN1-YFP, Fluo-8 calcium fluorescence; 100% = response to 87 µM carbachol; hit rate 0.18% among 220,000; AID 1424;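 active means activation above its plate's cutoff, the mean activation of test wells on that plate plus 3 SD, cut at about 19% in these data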;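 further: 0% = DMSO alone and 100% = 87 µM carbachol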
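System: zebrafish TRPN1-YFP in HEK293 cells / Dosing: 3 µM single point / Timing: dye loading 1 h at 37 °C, then 30 min room temperature / Signal: Fluo-8 calcium fluorescence, excitation 470-495 nm, emission 515-575 nm / Read-out basis: percent activation from peak over basal fluorescence ratio, control-normalized / Control set: high carbachol 87 µM, low DMSO alone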
TNF necrop inh – inhibitors of TNF-alpha induced necroptosis in Jurkat FADD-/- cells; hit rate 0.068% among 220,000; activation (protection from cell death), % at 10 µM; Jurkat FADD-/- TNF necroptosis rescue, ATP luminescence, 24 h; 0 = TNF only, 100 = no-TNF cells;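 active means activation, meaning protection from cell death, of at least 50% relative to plate controls; inactive means activation below 50%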;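 further: necroptosis triggered by 40 ng/mL TNF-alpha added together with compound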
Ba/F3 V617F tox – lowers viability of Ba/F3 cells expressing EpoR and JAK2V617F; ATP luminescence; inhibition, % at 5.6 µM; hit rate 1.1% among 220,000; AID 1446;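 active means inhibition above the campaign mean plus 3 SD over all tested compounds, cut at about 24% in these data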;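 further: cytokine-independent growth of Ba/F3 cells driven by EpoR plus mutant JAK2; 0% = DMSO-treated cells and 100% = JAK inhibitor I control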
Wee1 degr inh – inhibitors of human Wee1 degradation | P30291 | HeLa Luc-Wee1K328M stability, luciferase luminescence; 100% = proteasome inhibitor MG132 effect | reporter increase, % at 5 µM | hit rate 1.2% among 220,000;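 active means activation above the mean of all tested compounds plus 3 SD, set per screening run, cut at about 8.8% in these data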;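 further: cells exposed to compound for 20 h before luminescence read; 0% = DMSO alone and 100% = MG132 at 30 µM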
Target sequence (P30291 whole entry K328M): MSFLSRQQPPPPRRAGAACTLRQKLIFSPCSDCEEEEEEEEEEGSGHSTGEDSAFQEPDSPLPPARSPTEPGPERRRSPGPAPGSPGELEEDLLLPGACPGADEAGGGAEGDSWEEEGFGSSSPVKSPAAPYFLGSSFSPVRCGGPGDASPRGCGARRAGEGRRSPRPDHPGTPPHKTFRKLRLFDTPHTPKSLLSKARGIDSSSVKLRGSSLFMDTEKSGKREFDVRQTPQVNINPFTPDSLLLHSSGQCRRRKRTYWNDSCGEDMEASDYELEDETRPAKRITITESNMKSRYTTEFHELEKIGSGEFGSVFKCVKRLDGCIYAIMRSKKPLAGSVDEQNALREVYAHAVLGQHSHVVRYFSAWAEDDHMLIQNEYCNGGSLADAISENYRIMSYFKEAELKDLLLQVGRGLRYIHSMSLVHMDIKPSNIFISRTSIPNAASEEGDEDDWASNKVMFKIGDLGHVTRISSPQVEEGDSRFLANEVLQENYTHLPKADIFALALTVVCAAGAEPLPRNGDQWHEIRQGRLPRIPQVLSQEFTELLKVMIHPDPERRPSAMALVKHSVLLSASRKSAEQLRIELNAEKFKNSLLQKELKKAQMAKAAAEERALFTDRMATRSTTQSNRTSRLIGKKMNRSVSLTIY
RBBP9 inh – human RBBP9 hydrolase inhibition; inhibition, % at 7.94 µM; O75884; AID 1515; recombinant RBBP9, FP-Rh probe fluorescence polarization; hit rate 0.2% among 220,000;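 active means inhibition above the campaign mean of all tested compounds plus 3 SD, cut at about 14% in these data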;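 further: plate controls were DMSO wells with RBBP9 for no effect and wells lacking RBBP9 protein for full effect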
Target sequence (O75884 whole entry, looked up): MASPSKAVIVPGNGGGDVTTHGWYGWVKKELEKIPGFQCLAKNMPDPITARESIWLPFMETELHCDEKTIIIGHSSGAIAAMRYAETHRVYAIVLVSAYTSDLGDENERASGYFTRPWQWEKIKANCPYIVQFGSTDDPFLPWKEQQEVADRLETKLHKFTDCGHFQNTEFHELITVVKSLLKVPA
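system = RBBP9 protein | input = RBBP9 at 2.5 µM in dispensed solution, before mixing | measured by = fluorescence polarization (mP), excitation 525 nm, emission 598 nm | incubation = enzyme-compound preincubation 30 min, then probe labeling 45 min, 25 °C | buffer or medium = Tris-NaCl-Pluronic buffer, pH 8.0 | compound = single dose 7.94 µM | also added = FP-Rh probe, 375 nM dispensing solution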
TRPML3 agonist – agonists of human TRPML3 channel; Q8TDD5; HEK293 TRPML3-YFP, Fluo-8 calcium fluorescence; 100% = the carbachol control signal; activation, % at 3 µM; hit rate 0.29% among 220,000;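 active means activation above its plate's cutoff, the mean activation of the plate's test wells plus 3 SD, cut at about 12% in these data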;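 further: 0% = DMSO only wells and 100% = carbachol wells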
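Material: HEK293 cells stably carrying human TRPML3-YFP; compound dosing: single dose, 3 µM final nominal compound, 0.3% DMSO final; incubation: 1-h 37 °C dye load, 5-s basal, 120-s post-compound reads; technique: Fluo-8 intracellular calcium fluorescence, excitation 470-495 nm, emission 515-575 nm; read-out basis: percent activation from peak-to-basal fluorescence ratio, scaled between DMSO and carbachol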
PPC-1+TRAIL kill – kills PPC-1 cancer cells in the presence of TRAIL; AID 1443; hit rate 0.41% among 220,000; cell killing (% activity), % at 4 µM; PPC-1 cells + TRAIL, ATPLite viability luminescence;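 active means cell killing above 50% in the first pass at 4 µM, then a duplicate retest at 5 µM averaging 50% or more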;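 further: plate controls were cells with TRAIL plus DMSO for no effect and medium-only wells lacking cells for full effect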
BaF3 tox – counter-screen for JAK2V617F inhibitors: parental Ba/F3 viability inhibitors; CellTiter-Glo ATP luminescence; inhibition, % at 5.6 µM; hit rate 1.1% among 220,000; AID 1486;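 active means inhibition above a per-campaign cutoff, the mean inhibition of all tested compounds plus 3 SD, cut at about 27% in these data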;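 further: 0% = DMSO wells and 100% = JAK Inhibitor I control wells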
CHOP inh – inhibitors of CHOP induction in ER stress response. AID 2732. hit rate 3.8% among 220,000. CHO-K1 CHOP-promoter luciferase, tunicamycin-induced, 15-18 h. inhibition, % at 10 µM;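 active means compounds that reduced the stress-induced luciferase reporter signal by more than about 70% of percent inhibition, limit read from the data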;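 further: 0% = tunicamycin plus vehicle and 100% = wells without tunicamycin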
Numbers without * were called inactive.

smiles	Wee1 degr inh	TRPML3 agonist	BaF3 tox	TNF necrop inh	RBBP9 inh	CHOP inh	zfTRPN1 agonist	PPC-1+TRAIL kill	Ba/F3 V617F tox
Cc1ccc(S(=O)(=O)NCC(=O)NCC(=O)OCC(=O)N2CC(=O)Nc3ccccc32)cc1C	0	0.9	9	0.2	1	4	1.2	8	-1
CCOC(=O)c1c(N)nn(C(C)=O)c1-c1ccccc1	-2	0.4	9	-1.4	-4	31	-0.3	17	3
CC(C)c1ccc(NC(=S)NN2CCOCC2)cc1	0	1.3	7	-1.4	-1	-18	2.0	18	-3
Cc1cc2nc(CCN(C(=S)NCC3CCCO3)C3CCCC3)[nH]c2cc1C (configuration not stated)	0	-0.5	2	4.1	2	0	-2.3	-14	-4
C/C(=N/NC(=O)c1cc(-c2cccc([N+](=O)[O-])c2)n[nH]1)c1cccc(O)c1	-4	-0.2	-1	0.2	-8	29	0.1	1	-3
O=C1Nc2ccccc2OC1CC(=O)N1CCN(c2cccc(C(F)(F)F)c2)CC1 (configuration not stated)	-3	0.7	-1	-1.1	-4	86*	0.4	1	-6
CS(=O)CCC(NS(=O)(=O)c1ccccc1)C(=O)O (configuration not stated)	5	1.0	5	-0.4	-3	6	-0.1	46	2
Cc1nnc(NC(=O)CSc2nnc(Cc3cccn3C)n2CCc2ccccc2)s1	-1	0.7	-1	-0.7	-3	58	1.6	6	2
COc1ccc(C2C(C#N)=C(N)Oc3cc(C)n(Cc4ccncc4)c(=O)c32)cc1 (configuration not stated)	3	0.6	6	-3.4	2	19	0.4	21	3
COc1cccc(-c2nc(-c3ccccc3)nc(N3CCN(C)CC3)c2C#N)c1	5	1.3	2	-1.8	1	77*	0.0	16	-1
CCOCCCNC(=S)Nc1ccc2nc(N3CCCC3)cc(C)c2c1	0	0.7	8	1.0	-3	17	-0.6	9	0
FC(F)(F)c1cccc(N2CCc3cn[nH]c32)c1	-2	-0.3	3	-0.1	-6	-8	-1.2	11	-2
O=C1N/C(=N/S(=O)(=O)Cc2ccccc2)S/C1=C/c1ccc2c(c1)OCO2	-1	0.2	0	0.7	-6	15	1.4	0	-2
O=C(NCCCNC(=O)c1ccccn1)c1ccccn1	6	0.6	12	0.9	-2	-18	0.5	-5	3
CC(C)C1=CC(=NS(=O)(=O)c2cccc([N+](=O)[O-])c2)C=C(C(C)C)C1=O	-4	-0.8	-3	-3.0	-7	-11	-1.9	-3	-3
COc1ccc(NC(=O)c2cc(-c3cc(C)cc(C)c3O)n[nH]2)cc1Cl	-1	0.9	2	-9.1	-28	104*	1.3	12	-2
Cc1ccc(C(CCN)c2ccco2)cc1 (configuration not stated)	-1	0.1	2	6.0	4	53	1.6	5	-1
Cc1cc(C)c(NC(=O)C(C)(C)C)c(Cl)c1	1	-0.7	6	1.0	-10	31	0.1	-3	1
COc1ccc(NC(=O)Nc2ccc(C)cc2OC(F)F)cc1OC	3	1.0	5	-1.3	-2	34	3.1	30	3
Cn1c2c(c(=O)n(C)c1=O)C(CC(=O)Nc1ccccc1)C(=O)N2 (configuration not stated)	4	1.0	-1	-0.6	-2	30	-0.6	19	-4
CS(=O)(=O)N(CC(=O)Nc1ccccc1C(=O)NCCc1ccccc1)c1ccc2c(c1)OCCO2	4	-0.1	4	-6.0	-5	-10	0.2	0	2
COc1ccc(C(=O)COC(=O)C2CCN(S(=O)(=O)c3cccc4cccnc34)CC2)cc1	-2	0.5	6	1.4	-1	-19	3.1	-10	-1
Cc1ccccc1N(CC(=O)NCc1ccncc1)S(C)(=O)=O	0	-0.1	9	0.2	-4	29	0.2	4	-2
CC(C)(C)NC(=O)C(c1ccncc1)N(C(=O)C1CSC(=O)C1)c1ccccc1 (configuration not stated)	4	0.4	6	0.1	-4	9	3.0	7	0
O=c1/c(=C/c2ccccn2)sc2nc3ccccc3n12	-1	0.6	4	1.6	4	42	0.4	22	1
COc1ccc(S(=O)(=O)N2CCN(c3cccc(C)c3C)CC2)cc1	0	0.2	7	0.7	-7	49	0.5	7	-4
Cc1cccc(NC(=O)/C(C#N)=C/c2cn(CC(=O)NCc3ccco3)c3ccccc23)c1	4	0.8	7	1.4	0	-1	0.8	24	-2
O=C(Cc1ccc(-c2ccccc2)cc1)NNC(=S)NCc1ccco1	-4	-0.3	-1	-0.3	-7	6	0.7	5	-2
Cc1csc(NC(=O)Cc2coc3cc(C)c(C(C)C)cc23)n1	0	-1.1	1	-0.2	7	99*	-1.6	-28	-1
Cc1cc(Cl)ccc1NC(=S)NCCN1CCOCC1	0	0.3	2	-4.9	-10	7	1.9	2	2
CC(C)(Cc1nc2ccccc2[nH]1)C(=O)O	-3	1.1	7	0.7	1	4	1.2	-22	1
O=C(Cn1cnc([N+](=O)[O-])n1)NC1CC1	0	1.2	-1	0.6	3	12	1.4	22	-4
CCOC(=O)c1sc(=S)n(-c2ccccc2)c1N	-1	-1.1	1	-1.0	-5	11	-1.1	12	-3
CCNC(=O)COC(=O)c1cc(-c2ccco2)nc2ccccc12	-2	1.4	-2	-1.2	-3	23	-1.5	27	-2
CC1=NN(c2ccccc2)C(=O)C1/C=C1\NC(=S)NC1=O (configuration not stated)	0	1.2	9	0.6	-1	11	1.1	18	0
O=C(O)CC(C(=O)Nc1cccc(C(F)(F)F)c1)C1CCCO1 (configuration not stated)	-2	1.3	4	-0.7	0	10	1.7	12	-2
Cc1cc(=O)[nH]c(SCC(=O)Nc2cccc(C(F)(F)F)c2)n1	-2	1.1	0	0.8	-7	28	1.4	10	-3
Cc1nc(NC(=O)c2cccnc2)ccc1Br	3	1.1	-1	-1.1	1	2	0.9	3	0
c1ccc2c(c1)ncn2CCN1CCCCC1	1	0.1	3	0.8	-1	8	-0.5	13	-1
COc1ccc(Cn2c(=O)[nH]c3cc(C(=O)NCCCOC(C)C)ccc3c2=O)cc1	0	0.8	5	1.8	-8	21	1.4	9	1
COc1ccc(/C=N/n2cnnc2)cc1Cn1nc(C)c([N+](=O)[O-])c1C	4	0.6	-1	-1.5	0	-16	1.0	23	-4
CCOC(=O)CCc1c(C)c2ccc(OC(C)C(=O)OCC)c(C)c2oc1=O (configuration not stated)	0	-1.0	4	-0.1	-9	20	0.7	17	4
COC(=O)[C@@H](NC(=O)NCc1ccccc1F)C(C)C	1	0.3	1	2.7	-9	7	0.4	15	-3
CC(=O)NCCC(=O)Nc1cc(S(=O)(=O)N2CCOCC2)ccc1N1CCOCC1	-1	1.1	5	-0.1	2	-12	-0.4	-6	3
Cc1ccc(-c2nnc(Nc3ccc4c(c3)OCO4)c3ccccc23)cc1S(N)(=O)=O	-1	-0.1	8	1.8	-3	37	-0.2	12	7
Cc1cccc(NC(=O)NC(=O)c2ccccc2)n1	3	0.8	7	0.1	-3	-20	1.2	29	0
COC(=O)Cc1ccc(NC(=S)N2CCN(c3cccc(O)c3)CC2)cc1	0	2.5	3	-0.7	-6	32	4.1	23	-2
Cc1ccccc1CSCC(=O)N1CCN(c2ccccc2)CC1	0	0.4	4	1.9	5	5	0.3	32	-3
O=C(c1cncc(Br)c1)N1CCc2ccccc2C1	0	0.3	-2	11	4	44	-0.3	17	-5
COc1ccc(N(Cc2cc3cccc(C)c3[nH]c2=O)C(=O)C2CCCO2)cc1 (configuration not stated)	1	-0.1	-2	2.6	-15	-9	-0.5	15	4
CCc1ccc(OCc2cnc(Cl)s2)cc1	2	1.0	6	2.8	-5	-5	-0.2	14	-1
COc1ccc(-c2ccc(SCC(=O)c3ccc(F)cc3)nn2)cc1OC	3	0.0	8	-3.0	-8	13	0.2	-16	6
Cc1ccc(NC(=O)c2cnn(C)c2)cc1[N+](=O)[O-]	-1	0.0	5	-1.1	-7	4	1.5	10	4
COc1ccc(S(=O)(=O)Nc2ccc3ccccc3c2)cc1C	-3	-0.6	5	0.3	-10	89*	0.1	7	0
Cn1c(Cc2ccccc2)nnc1SCc1nc2ccccc2c(=O)[nH]1	-2	0.5	2	1.7	-9	4	-0.3	12	-9
CCCNC(=O)NC(=O)CN1C(=O)NC(C)(c2ccc(C)cc2)C1=O (configuration not stated)	1	0.1	1	-4.7	-13	19	-0.2	11	2

Next part
smiles	Wee1 degr inh	TRPML3 agonist	BaF3 tox	TNF necrop inh	RBBP9 inh	CHOP inh	zfTRPN1 agonist	PPC-1+TRAIL kill	Ba/F3 V617F tox
O=C(Cc1n[nH]c(=O)c2ccccc12)OCc1c(Cl)cccc1Cl	-2	-0.1	3	-1.5	-9	-15	-0.9	18	-2
CCOC(=O)c1sc(NC(=O)C(C)C)c(C#N)c1C	0	0.6	10	-0.7	4	-7	1.6	15	-1
CCCNC(=O)CSc1nccn1Cc1ccc(OC)cc1	0	1.0	7	0.5	-6	-4	0.1	12	3
CC(C)NC(=O)c1ccccc1NC(=O)c1ccccc1N(C)S(C)(=O)=O	1	0.3	3	0.4	8	14	0.0	4	-1
Cc1ccc(-c2nc(N)sc2C)cc1	-1	-0.2	1	-0.2	-12	-8	0.1	40	5
Cc1ccc(S(=O)(=O)NCc2c(-c3ccccc3)c3cc(Cl)ccc3[nH]c2=O)cc1	-1	0.1	0	0.9	-2	103*	1.2	12	-3
N#CC1=C(N)N(c2ncn[nH]2)C2=C(C(=O)CCC2)C1c1ccccc1 (configuration not stated)	-1	0.5	2	1.1	-6	10	1.2	5	-4
Cc1ccc(C(=O)C2=C(O)C(=O)N(c3ncccn3)C2c2ccc(Cl)cc2)o1 (configuration not stated)	0	0.0	1	-0.2	-2	39	-1.1	5	-1
CCOC(=O)C1=C(C)Nc2nnnn2C1c1c[nH]c2ccccc12 (configuration not stated)	2	-0.3	5	-1.9	-4	-7	-0.5	23	-2
O=C(c1cc([N+](=O)[O-])ccc1Cl)N1CCN(c2ccc([N+](=O)[O-])cc2)CC1	0	1.5	8	1.5	-6	-28	0.9	-6	-3
Cc1cc(C)c(C#N)c(N2CCN(Cc3ccc4c(c3)OCO4)CC2)n1	-1	-1.5	0	2.3	2	67	-1.6	7	-2
Cc1nnsc1C(=O)N1CCC(C(=O)c2ccccc2)CC1	0	0.9	-4	0.6	-14	1	1.9	9	-1

Screens: PubChem BioAssay, several laboratories
